# From PubChem
# L3MBTL1 block: inhibitors of human L3MBTL1. Potency, µM (series often up to 57.1 µM), without a hit: at the highest dose activity, negative = inhibition, actives largely listed as inhibitors. Q9Y468. 230,000 tested, 0.66% active. AlphaScreen L3MBTL1–H3K9me1 peptide binding; also: potency is read from the fitted curve at half-maximal effect; % is scaled to controls: 0 for no effect and ±100 for the full control effect; nearly all actives have a fitted effect of over 60% in size
# Target sequence (Q9Y468 whole entry, looked up): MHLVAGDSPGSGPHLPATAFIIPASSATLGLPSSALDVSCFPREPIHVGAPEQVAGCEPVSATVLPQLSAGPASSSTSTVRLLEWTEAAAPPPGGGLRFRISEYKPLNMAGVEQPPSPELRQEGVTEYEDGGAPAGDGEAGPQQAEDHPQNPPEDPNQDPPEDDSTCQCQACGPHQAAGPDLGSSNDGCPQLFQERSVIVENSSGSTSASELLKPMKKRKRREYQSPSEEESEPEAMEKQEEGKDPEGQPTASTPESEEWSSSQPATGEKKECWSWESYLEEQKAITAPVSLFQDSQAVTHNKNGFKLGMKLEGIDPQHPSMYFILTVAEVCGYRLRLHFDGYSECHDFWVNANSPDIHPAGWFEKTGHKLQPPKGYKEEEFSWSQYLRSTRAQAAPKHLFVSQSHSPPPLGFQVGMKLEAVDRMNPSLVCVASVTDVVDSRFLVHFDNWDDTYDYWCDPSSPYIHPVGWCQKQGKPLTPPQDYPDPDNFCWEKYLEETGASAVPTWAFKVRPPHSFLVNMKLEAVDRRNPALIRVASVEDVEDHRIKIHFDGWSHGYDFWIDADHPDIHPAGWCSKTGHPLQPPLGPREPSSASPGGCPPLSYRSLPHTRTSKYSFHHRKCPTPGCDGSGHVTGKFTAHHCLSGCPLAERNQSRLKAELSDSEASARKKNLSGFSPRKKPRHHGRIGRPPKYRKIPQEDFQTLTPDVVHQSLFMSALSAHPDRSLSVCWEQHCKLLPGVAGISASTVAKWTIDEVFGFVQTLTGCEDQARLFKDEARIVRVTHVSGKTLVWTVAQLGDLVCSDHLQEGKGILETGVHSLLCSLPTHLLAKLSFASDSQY
#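 Read-out is AlphaScreen signal from streptavidin donor and nickel chelate acceptor beads (10 ug/mL final each) bridging L3MBTL1 (50 nM) and biotinylated K9-monomethylated H3(1-15) peptide (75 nM), after 30 min compound exposure at room temperature.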
# HTT aggregate: inhibitors of mutant huntingtin aggregate formation in PC12 cells | PC12 HttQ103-GFP aggregates, Acumen cytometry, 40 h | Potency, µM (titrated, usually from 46.1 µM), without a hit: at the highest dose activity change, negative = inhibition, actives largely listed as inhibitors | 220,000 tested, 1.1% active; also: potency is read from the fitted curve at half-maximal effect; % is scaled to controls: 0 for no effect and ±100 for the full control effect; nearly all actives have a fitted effect of over 60% in size
#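 PC12 cells with ecdysone-inducible HTT exon1 Q103-GFP, induced by 100 nM tebufenozide, given compounds in a concentration series. GFP aggregates (1–25 um, 6 SD above background) counted in lysates by laser-scanning cytometry, 488 nm excitation.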
# CBFb-RUNX1 inh: blocks binding between human CBF-beta and RUNX1. Q01196+Q13951. AlphaScreen CBFb-His/RUNX1-biotin binding, biochemical. Potency, µM (titrated, usually from 59.8 µM), without a hit: at the top dose activity, negative = inhibition, usual class: inhibitors. 230,000 tested, under 10 active. AID 1477; also: % of control where 0% means no effect
#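 Interaction loss through any mechanism counts as activity. Pre-formed complex of His-CBF-beta and biotin-RUNX1 (30 nM apiece) is incubated with compound 15 min, then with 50 ng nickel and 50 ng streptavidin beads for 90 min before AlphaScreen detection.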
# NPSR antag: antagonists of human neuropeptide S receptor cAMP signaling; Q6W5P4; CHO-NPSR cells, cAMP TR-FRET, antagonist mode; Potency, µM (titrated, usually from 38.3 µM), inactives show at the highest dose activity change, negative = inhibition, usual class: inhibitors; 220,000 tested, 1% active; AID 1461; also: potency is read from the fitted curve at half-maximal effect; % is scaled to controls: 0 for no effect and ±100 for the full control effect; nearly all actives have a fitted effect of over 50% in size; many of its hits are not listed in these tables
# Epigenetic reg: regulators of epigenetic silencing causing reporter derepression in mouse cells; 280,000 tested, 0.2% active; Potency, µM (top dose mostly 53.9 µM), for inactives: at the highest dose GFP activation, actives largely listed as activators; AID 1865; murine LDR cells, GFP reporter derepression, 30 h; also: potency is read from the fitted curve at half-maximal effect; % of control where 0% means no effect; nearly all actives have a fitted effect of over 60% in size
#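 Murine LDR cells bearing a silenced CMV-driven GFP reporter were exposed to compound for 30 h at 37 C. After PBS washes, GFP-positive cells (20-120 um objects) counted by laser-scanning microplate cytometry.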
# KinaseGlo FLuc: Kinase-Glo luciferase inhibition (counter-screen); Q27757; Kinase-Glo luciferase, ATP luminescence, 8 min; Potency, µM (top dose mostly 38.3 µM), for the others: at the top dose activity change, negative = inhibition, hits mostly inhibitors; 200,000 tested, 0.28% active; also: potency is read from the fitted curve at half-maximal effect; % is scaled to controls: 0 for no effect and ±100 for the full control effect; nearly all actives have a fitted effect of over 60% in size
#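 Kinase-Glo luciferase light output from ATP and luciferin was measured with 10 uM ATP, within the enzyme's linear range. Buffer: 50 mM imidazole pH 7.2, 50 mM KCl, 7 mM MgCl2, 0.01% Tween 20, 0.05% BSA; luminescence read after 8 min at ambient temperature.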
# IMPase Li cell: IMPase inhibition in cells with lithium potentiation; CHO-M1 cells, IP1 TR-FRET (IP-One), carbachol + lithium; Potency, µM (titrated, usually from 59.4 µM), for the others: top-dose activity, negative = IMPase inhibition, hits mostly inhibitors; 210,000 tested, 0.35% active; AID 1457;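 also: IP1 builds up when IMPase is blocked and the TR-FRET signal falls; potency is read from the fitted curve at half-maximal effect; plate controls were basal vehicle for no effect and high inhibitor control for full effect; nearly all actives have a fitted effect of over 50% in size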
#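 Test compounds were applied to CHO-M1 cells previously cultured for 16–30 h at 2000 per well. A small lithium amount accompanied them; after 30 min at 37C, IP1 was quantified by TR-FRET.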
# The depositor's hits bear a star; ? = inconclusive; · = no result given; [ ] = another dose, or the depositor's remark. Calls follow the shape of the dose curve; as a rule, active = well fitted curve in the direction sought with a large enough effect; inconclusive = small, poorly fitted or top-dose-only effect, or another doubt; inactive = no such curve, though single readings can be large; an effect the other way counts as inactive or inconclusive. This is a subset; count on the stated rates, not on these rows.
SMILES,L3MBTL1 block,HTT aggregate,CBFb-RUNX1 inh,NPSR antag,Epigenetic reg,KinaseGlo FLuc,IMPase Li cell
CN(C)/C=N/c1ncc(C(=O)c2ccc(Cl)cc2)s1,3%,-6%,11%,10%[46.1 µM],0.3%,1%,2%
Cc1noc(C)c1COc1cccc(C(=O)OCC(=O)NC(=O)c2ccc(OC(F)F)cc2)c1,?,-8%,4%,13%,4.5%,3%,-25%
COC(=O)c1ccc(C2CC(=O)Nc3cc(OC)c(OC)c(OC)c32)cc1 (stereo unspecified),0%,-12%,6%,-7%[46.1 µM],-1.1%,7%,26%[38.3 µM]
COC(=O)c1sccc1NC(=S)N1CCN(C)CC1,·,11%,-4%,17%,-4.2%,8%,-4%
C=CCSc1n[nH]c(-c2ccc(OCCCC)cc2)n1,11%,-29%,14%,-5%[46.1 µM],-1.1%,1%,0%[38.3 µM]
CCC(=O)Nc1cccc(NC(=O)CN2CCN(c3ccccc3OC)CC2)c1,2%,11%,12%,4%[46.1 µM],1.2%,1%,12%[38.3 µM]
Cc1ccc2nc(NC(=O)C(NS(=O)(=O)c3cccc4nsnc34)C(C)C)sc2c1 (stereo unspecified),·,5%,-12%,?,0.8%,-3%,4%[38.3 µM]
CC(C)C[C@@H](CC(=O)N[C@@H](CCC(=O)O)CC(=O)O)NC(=O)[C@@H]1CCCC[C@H]1NC(=O)C[C@H](CCCN)NC(=O)C[C@H](Cc1c[nH]c2ccccc12)NC(=O)[C@@H]1CCCC[C@H]1N,·,·,2%,·,-0.3%,3%,7%
O=S(=O)(N1CCCCC1)N1CCCN(S(=O)(=O)N2CCCCC2)CC1,·,-17%,4%,-10%[46.1 µM],0.0%,4%,21%[38.3 µM]
COc1cc(C)c(/C=C(\C#N)C(=O)Nc2cccc(C)c2)cc1C(C)C,-1%,-11%,-3%,-32%,1.5%,0%,?
Cc1nc(NC(N)=S)sc1C(=O)Nc1ccccc1,0%,?,-1%,-8%[46.1 µM],-2.0%,-3%,-25%[38.3 µM]
CC(=O)Nc1nc(=S)n(-c2ccccc2)[nH]1,0%,12%,-2%,11%[46.1 µM],-7.2%,·,·
CC(C)(C)OC(=O)NCc1ccc(NC(=O)c2nc[nH]c2C(=O)N[C@@H](Cc2ccccc2)C(=O)OC(C)(C)C)cc1,·,11%[9.22 µM],22%,-57%,-1.6%,·,·
CCc1nc2sc3ccccc3c(=O)c2c(=O)n1Cc1ccco1,32µM*,6%,-11%,-22%[46.1 µM],2.4%,-1%,2%
CCc1ccc2oc(-c3cc(N)ccc3Cl)nc2c1,·,2%,2%,-20%[46.1 µM],-1.0%,-15%,18%[38.3 µM]
CC(C)C1Cc2c(C#N)c(N)sc(=S)c2CO1 (stereo unspecified),·,3%[9.22 µM],-21%,?,0.7%,1%,-20%[38.3 µM]
N#C/C(=C(\O)Cc1ccccc1)c1nc2ccccc2[nH]1,·,-8%,-2%,4%[46.1 µM],0.8%,-3%,18%[38.3 µM]
COc1ccccc1NC(=O)C(=O)N/N=C/c1cccs1,-22%,-22%,0%,-6%,0.0%,-8%,1%
COc1ccc(NC(=O)C(NC(C)=O)C(=O)NCc2ccccc2OC)cc1 (stereo unspecified),2%,22%,6%,-14%[46.1 µM],-0.9%,3%,-1%
Cn1c(Cn2c(=O)sc3ccccc32)nnc1SCC(=O)Nc1cccc(F)c1,-7%,-6%,-4%,6%[46.1 µM],-1.0%,-1%,4%
CC(NCc1ccc(S(N)(=O)=O)cc1)C(=O)N1CCc2ccccc21 (stereo unspecified),·,20%[9.22 µM],7%,4%,0.2%,·,·
NC(=O)CSc1nnc(-c2ccccn2)n1N,·,-16%[9.22 µM],-16%,17%,-0.4%,·,·
C=CCn1c(=N)c(C(=O)OCC)cc2c(=O)n3cc(C)ccc3nc21,4%,2%,-9%,2%[46.1 µM],?,-7%,0%[38.3 µM]
O=C(CSc1nnnn1Cc1ccccc1)c1ccccc1,7%,5%,9%,-18%[46.1 µM],-1.6%,-1%,-1%[38.3 µM]
O=C(C1CCN(S(=O)(=O)c2cccc3cccnc23)CC1)N1CCn2c1nc1ccccc12,·,-4%,-2%,-4%[46.1 µM],2.9%,2%,-11%[38.3 µM]
C/C(Cl)=C\COc1cc(C)nc2c(Br)cccc12,·,-28%,20%,-13%,-0.1%,-3%,2%
Cc1csc(=N)n1-c1ccc(Cl)cc1,-7%,12%,-5%,30%[46.1 µM],0.0%,-1%,7%[38.3 µM]
CCOC(=O)c1c(NC(=O)c2cccs2)sc2c1CCCC2,·,-20%,8%,1%[46.1 µM],-1.0%,21%,19%[38.3 µM]
CCOC(=O)c1sc2cc([N+](=O)[O-])cc(SCC(C)C)c2c1N,·,19%,-1%,-1%[46.1 µM],3.2µM*,-3%,3%[38.3 µM]
CC(C)Nc1nc(NC(C)C)nc(Oc2ccc(/C=N/O)cc2)n1,10%,9%,2%,-11%[46.1 µM],1.0%,·,·
COC(=O)[C@@H]1C[C@@]2(O)[C@H](O)[C@H](O)[C@H](O)C[C@H]2N1Cc1c(F)cccc1Cl,·,·,1%,·,5.2%,2%,-4%
CCOc1cc(/C=N/NC(N)=O)ccc1OC(=O)c1ccc(C)cc1,·,11%,-3%,-20%[46.1 µM],4.8%,19%,25%[38.3 µM]
Cc1ccc(NC(=O)c2cc(-c3cccs3)on2)cc1,·,6%,3%,-4%[46.1 µM],-3.9%,-7%,17%[38.3 µM]
COC(=O)c1cc2c(ccn2-c2ccc(F)cc2)n1Cc1ccc(OC(C)=O)cc1,?,-1%,-3%,-31%,1.0%,1%,-3%
COc1ccc(N(C)C(=O)Nc2ccc3nsnc3c2)cc1,-8%,6%[9.22 µM],2%,7%,-5.0%,2%,11%
CSCCC(NC(=O)/C(=C/c1ccc(F)cc1)NC(C)=O)C(=O)O (stereo unspecified),5%,21%,13%,14%,3.5%,3%,-6%
CCOc1ccc(-c2csc3ncn(-c4ccc(OC)cc4)c(=O)c23)cc1,-14%,11%[9.22 µM],17%,34%,2.9%,-5%,16%
COc1ccc(CN(C)C(C)C(=O)Nc2ccc(S(=O)(=O)N3CCCC3)cc2)c(OC)c1OC (stereo unspecified),19%,-11%,-5%,-5%,-2.9%,0%,22%
CC(C)CCNC(=O)c1cnn2c(C(F)(F)F)cc(-c3ccco3)nc12,-7%,-20%,-1%,?,-0.7%,-2%,-20%[38.3 µM]
O=C(NC1CCCCC1)NC1CCN(C(=S)NCc2ccco2)CC1,5%,4%,1%,-8%[46.1 µM],-1.1%,9%,-13%[38.3 µM]
CC(C)(C)c1ccc(C(=O)N/C(=C\c2ccco2)C(=O)O)cc1,?,·,-4%,-8%,-1.1%,1%,5%
O=C(Cc1coc2ccc3ccccc3c12)Nc1nnc(C2CC2)s1,-4%,-10%,1%,-20%[46.1 µM],-0.9%,·,·
Cc1ccc(-n2nnnc2SCC(N)=O)c(C)c1,7%,2%,5%,-10%[46.1 µM],0.0%,-2%,3%[38.3 µM]
O=c1[nH][nH]c(-c2ccccc2)c1C=Nc1cccc(Cl)c1,-4%,6%,1%,-18%[46.1 µM],0.0%,6%,-1%[38.3 µM]
COc1ccc(/C=N/NC(=O)c2ccccc2)cc1CN1CCN(c2ccc(F)cc2)CC1,7%,33%,-3%,-6%[46.1 µM],-0.7%,-1%,24%[38.3 µM]
CN(C)C(=O)CSc1n[nH]c(=O)[nH]c1=O,16%,-4%[9.22 µM],5%,-15%,-1.0%,1%,1%
O=C(Nc1nc(-c2ccc(S(=O)(=O)N3CCCC3)cc2)cs1)c1ccco1,7%,-24%,0%,-28%[46.1 µM],-3.2%,2%,3%[38.3 µM]
Cc1ccccc1NC(=O)c1cnc2ccccn2c1=O,-9%,7%,2%,-6%[46.1 µM],0.0%,?,-21%[38.3 µM]
CCCC(=O)N/C(N)=N/c1nc(C)c2cc(C)ccc2n1,0%,-19%[9.22 µM],4%,5%[7.67 µM],2.4%,·,·
COc1ccc(Nc2nc(C)cc(C)c2C#N)cc1,24%[11.4 µM],-17%,14%,-9%[46.1 µM],-2.1%,0%,-12%[38.3 µM]
Cn1c(SCC(=O)NCC2CCCO2)nnc1-c1ccc(S(=O)(=O)N2CCCC2)cc1 (stereo unspecified),0%,2%,1%,11%[46.1 µM],3.1%,-1%,-12%[38.3 µM]
CC(C)C1(C(C)C)OC(=O)c2ccccc21,3%,0%,-1%,2%,-0.9%,0%,8%
CCCCS(=O)(=O)N1C2=NC(C(=O)OC)=C(C(=O)OC)[C@@H]3Nc4ccccc4[C@]23C[C@H]1C(=O)OC,·,·,-7%[13.1 µM],·,·,-6%[7.66 µM],1%
CCOc1ccc(N2C(=O)CC(NCC3CCCO3)C2=O)cc1 (stereo unspecified),-11%,33%[9.22 µM],-6%,-3%,-0.1%,-4%,13%
Cn1c(=O)oc2cc(S(=O)(=O)NCCC(=O)N3CCc4ccccc4C3)ccc21,·,-4%,7%,-2%[46.1 µM],0.7%,-1%,11%[38.3 µM]
NS(=O)(=O)c1cccc(NC(=O)CSc2nnc(C3CC3)n2Cc2ccccc2)c1,-8%,-19%[9.22 µM],-7%,10%,2.3%,·,·
CCC(CC)C(=O)Nc1cccc(C(=O)NCCc2ccc(S(N)(=O)=O)cc2)c1,·,-15%,8%,-12%[46.1 µM],0.8%,1%,9%[38.3 µM]
O[C@H](c1cc(C(F)(F)F)nc2c(C(F)(F)F)cccc12)[C@H]1CCCCN1,·,·,15%[21.7 µM],·,-1.4%[16.9 µM],2%[17.1 µM],14%
Cc1ccc(NC(=O)N2CCCC2C(=O)NCCC2=CCCCC2)cc1 (stereo unspecified),-5%,-2%,-4%,-7%[46.1 µM],3.2%,1%,-10%[38.3 µM]
COc1ccc(OCC(=O)Nc2ccc(S(=O)(=O)N3CCN(C)CC3)cc2)cc1,-7%,-3%[9.22 µM],-3%,-11%,-2.1%,-1%,14%
CCOC(=O)c1c(NC(=O)CSc2nnc(-c3cccnc3)n2Cc2ccco2)sc(C)c1C,-4%,-20%,-13%,?,-5.9%,-2%,19%[38.3 µM]
COc1cccc(CN(C)CC(=O)Nc2sc3c(c2C#N)CCC3)c1OC,-28%,?,-8%,-40%,-1.2%,4%,15%
